# ssDAF12 agonist – S. stercoralis DAF-12 nuclear receptor activators, primary screen, cell-based, luminescence, HEK293, GRIP1 co-expression, lit1-tk-luc; Nuclear hormone receptor DAF-12 (Strongyloides stercoralis); HEK293 ssDAF-12/GRIP1 lit1-tk-luc reporter; % of 3 µM dafachronic acid response; activation, % at 6.8 µM; 1% of 370,000 active; AID 652126, 2013;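 active = activation above the mean over all tested compounds plus 3 SD, cut at about 0.9% in these data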;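 note: 0% = DMSO-only wells and 100% = 3 µM delta7-dafachronic acid wells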
# SMARCA2 act – SMARCA2 (BRM) function activators, primary screen, cell-based, luminescence, high throughput. MG213 cells, MMTV-luciferase reporter, dexamethasone, overnight. activation, % at 9.1 µM. 1% of 370,000 active. AID 652017, 2013; in the data active = activation above about 7.8%;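 note: 0% = vehicle wells and 100% = reference activator wells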
# DAX1 inh-1 – DAX1 (NR0B1) inhibitors, primary screen, cell-based, HEK293, Gal4-DAX1, luciferase luminescence. 0.99% of 340,000 active. HEK293 Gal4-DAX1 luciferase reporter. AID 504766, 2011. inhibition, % at 6.75 µM;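 active = inhibition above the mean over all tested compounds plus 3 SD, cut at about 4.2% in these data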;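 note: 0% = DAX1-transfected cells with DMSO and 100% = empty-vector control cells with DMSO; inhibition shows as a rise in luminescence from relieved DAX1 repression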
# Target sequence (P51843 207-470 limits assumed): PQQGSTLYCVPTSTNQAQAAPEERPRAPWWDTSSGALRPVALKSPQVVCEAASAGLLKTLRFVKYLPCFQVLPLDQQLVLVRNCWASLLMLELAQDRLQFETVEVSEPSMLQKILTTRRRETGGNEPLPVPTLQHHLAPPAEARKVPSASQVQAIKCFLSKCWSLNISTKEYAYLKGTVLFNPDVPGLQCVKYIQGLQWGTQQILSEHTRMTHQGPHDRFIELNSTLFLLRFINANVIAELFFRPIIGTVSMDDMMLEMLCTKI
# DAX1 inh-2 – DAX1 (NR0B1) inhibitors on StAR promoter, primary screen, cell-based, luminescence, SF-1 (NR5A1), full-length DAX-1; HEK293T StAR-luciferase reporter, SF-1/DAX-1 repression relief; inhibition, % at 6.8 µM; 1.1% of 370,000 active; AID 652010, 2013;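 active = inhibition above the mean over all tested compounds plus 3 SD, cut at about 3.6% in these data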;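 note: 0% = DAX-1 cells with DMSO and 100% = cells lacking DAX-1 with DMSO; higher inhibition means more luminescence from relief of DAX-1 repression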
# hgDAF12 agonist – H. glycines DAF-12 receptor agonists, primary screen, cell-based, luminescence, HEK293, GAL4 fusion, UAS-luciferase. AID 687014, 2013. Nuclear hormone receptor DAF-12 (Heterodera glycines), GAL4 fusion. HEK293 GAL4-hgDAF12 UAS-luciferase reporter, agonist luminescence; normalized to butyrate control. 1.8% of 370,000 active. activation, % at 6.8 µM;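 active = activation above a cutoff set at the mean of all screened compounds plus 3 SD, cut at about 10% in these data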;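 note: 0% = DMSO wells and 100% = sodium butyrate wells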
# KLK7 zymogen act – proKLK7 zymogen activators, primary screen, biochemical, fluorescence intensity. 0.9% of 370,000 active. Kallikrein-7 (Homo sapiens), P49862. purified proKLK7, EDANS-DABCYL substrate fluorescence; 100% is mature enzyme control, 0% vehicle. AID 652039, 2013. activation, % at 7 µM;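 active = activation above the mean of all tested compounds plus 3 SD, computed per campaign excluding outliers beyond control limits, cut at about 13% in these data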
# Target sequence (P49862 whole entry, looked up): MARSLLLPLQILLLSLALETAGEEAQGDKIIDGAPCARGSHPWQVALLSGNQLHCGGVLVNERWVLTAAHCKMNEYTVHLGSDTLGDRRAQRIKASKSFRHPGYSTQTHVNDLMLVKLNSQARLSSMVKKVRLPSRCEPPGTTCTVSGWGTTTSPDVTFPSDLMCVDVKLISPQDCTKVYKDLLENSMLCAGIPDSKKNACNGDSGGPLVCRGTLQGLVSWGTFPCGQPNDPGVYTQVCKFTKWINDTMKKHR
# FXN GAA850 act – FXN promoter activators, primary screen, cell-based, luciferase luminescence, HEK293 lucGAA850. activation, % at 6 µM. HEK293 lucGAA850 FXN promoter luciferase reporter, 24 h; percent of 10 µM SAHA response. 0.56% of 360,000 active;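 active = activation above the average of all compounds screened plus 3 SD, cutoff fixed separately per campaign, cut at about 7.5% in these data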;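 note: 0% = DMSO wells and 100% = 10 µM SAHA wells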
# HGIII-sPLA2 inh – human group III sPLA2 inhibitors, primary screen, biochemical, QFRET, BODIPY PC-A2 liposome substrate; Group 3 secretory phospholipase A2 (Homo sapiens), Q9NZ20; QFRET BODIPY PC-A2 liposome hydrolysis, fluorescence; inhibition, % at 12.2 µM; 0.56% of 370,000 active; AID 743126, 2013;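 active = inhibition above mean plus 3 SD of compounds lying within the high and low control bounds, cut at about 19% in these data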;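 note: 0% = median of test compound wells and 100% = no enzyme DMSO wells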
# Target sequence (Q9NZ20 whole entry, looked up): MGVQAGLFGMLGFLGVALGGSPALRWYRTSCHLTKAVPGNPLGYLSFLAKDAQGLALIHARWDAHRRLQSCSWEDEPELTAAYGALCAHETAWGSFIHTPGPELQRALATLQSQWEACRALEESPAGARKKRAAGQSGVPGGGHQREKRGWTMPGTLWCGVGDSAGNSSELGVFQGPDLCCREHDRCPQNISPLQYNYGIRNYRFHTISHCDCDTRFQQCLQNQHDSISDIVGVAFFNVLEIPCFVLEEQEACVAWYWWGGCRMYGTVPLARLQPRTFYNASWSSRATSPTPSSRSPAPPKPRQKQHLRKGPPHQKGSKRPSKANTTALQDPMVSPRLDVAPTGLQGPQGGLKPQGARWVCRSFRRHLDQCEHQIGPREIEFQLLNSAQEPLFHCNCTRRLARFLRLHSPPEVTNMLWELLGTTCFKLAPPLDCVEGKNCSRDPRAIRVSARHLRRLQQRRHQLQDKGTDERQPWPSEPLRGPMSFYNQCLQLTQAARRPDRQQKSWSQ
# hcDAF-12 act – H. contortus DAF-12 nuclear receptor activators, primary screen, cell-based, luminescence, HEK293, lit1-tk-luc reporter | HEK293 hcDAF-12 lit1-tk-luc reporter; 0% DMSO, 100% Δ7-dafachronic acid | activation, % at 6.8 µM | 1.4% of 370,000 active | AID 652067, 2013;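 active = activation above the mean of all tested compounds plus 3 SD, cut at about 5.5% in these data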;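 note: 100% = response to 3 µM Δ7-dafachronic acid high control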
# NPR1 activator – GC-A stimulated cGMP production enhancers – HEK293 GC-A cells, cGMP TR-FRET, EC30 ANP, primary screen; Atrial natriuretic peptide receptor 1 (Homo sapiens), P16066; 0.14% of 370,000 active; 0% at EC30 ANP, 100% saturating ANP; activation, % at 10 µM; in the data active = activation above about 40%
# GC-B act – human GC-B receptor activators, primary screen, HEK293 GC-B cells, cGMP TR-FRET, EC30 CNP; 0% at EC30 CNP, 100% saturating CNP; activation, % at 10 µM; 0.11% of 370,000 active;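 active = activation at 10 µM reaching about 35% in either raw or pattern-adjusted values, limit read from the data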
# Numbers without * were called inactive; · = not tested or not shown.
SMILES	DAX1 inh-2	hgDAF12 agonist	FXN GAA850 act	DAX1 inh-1	HGIII-sPLA2 inh	NPR1 activator	hcDAF-12 act	KLK7 zymogen act	GC-B act	SMARCA2 act	ssDAF12 agonist
CCCN(CCC)CCCNC(=O)C1CCN(S(=O)(=O)c2cccc3nsnc23)CC1	1.3	-0.8	3.5	-1.8	1	5	-1.1	-0.5	7	-3	-0.6
Cc1csc(NC(=O)C2CCN(S(=O)(=O)c3ccccc3F)CC2)n1	-1.7	-5.8	-0.3	-1.1	-6	-2	-2.2	0.7	0	-6	-2.1
C/C(=N\N(c1ccccc1)c1ccccc1)c1ccc(O)cc1	-0.4	-0.9	0.6	1.6	-16	-9	-1.7	-0.3	-2	3	-1.3
CC(C)(CNC(=O)c1ccccc1NS(C)(=O)=O)N1CCCCC1	-0.1	-1.6	0.8	-0.2	1	0	-0.7	1.0	3	-1	-0.4
COCCNC(=S)N(CCO)Cc1cc2cc3c(cc2[nH]c1=O)OCCO3	0.1	2.8	-3.3	-1.2	0	0	-1.1	0.9	5	-2	-1.1
O=C(Nc1ccc(Br)cn1)c1ccc2nccnc2c1	1.7	3.8	2.8	0.4	4	1	0.7	0.3	-6	5	-0.4
CCCc1nnc(NC(=O)CCC(=O)NCc2ccccc2Cl)s1	0.1	0.1	-1.1	1.6	2	2	-0.3	-0.1	1	0	-0.9
Cc1ccc2nc(/C=C/c3cccc(F)c3)ccc2c1	5.1*	21*	9.5*	2.5	8	-2	8.3*	0.0	-4	5	2.8*
Clc1nc(-c2ccccn2)nc2scc(-c3ccccc3)c12	2.2	14*	5.2	1.1	21*	-3	12*	-1.8	1	4	0.4
COc1ccc(-c2cc(-c3ccc(N)cc3)nc(N)c2C#N)cc1OC	-1.9	-4.5	2.2	-2.6	1	21	-2.0	-8.5	5	8.1*	-2.2
CCOC(=O)c1c(NC(=O)COC(=O)CNC(=O)c2ccc(Cl)cc2Cl)sc(C(=O)N(C)C)c1C	0.5	-1.6	2.5	0.8	-6	2	-1.4	-0.5	2	1	-0.8
Fc1cccc(CN2CCSCC2)c1	-0.2	0.9	0.6	0.1	-1	3	-0.6	-0.1	-9	4	-0.9
O=C(NCCc1ccccc1F)C1CCC(=O)N(CCCN2CCCC2=O)C1 (stereo unspecified)	-0.5	-0.2	-0.5	2.0	12	3	-1.7	0.1	-1	-2	-1.0
CCOC(=O)CCCCCC(=O)Nc1ccc2c(c1)C(=O)N([C@@H](C)CO)C[C@H](C)[C@H](CN(C)C(=O)Nc1ccc(C(F)(F)F)cc1)OCCCC[C@H](C)O2	-0.6	-1.4	0.9	1.2	-12	2	-0.2	-0.7	3	3	-0.6
CC(C)Oc1ccc(S(=O)(=O)N2CCOCC2)cc1NC(=O)Cc1ccsc1	-0.5	-3.1	1.5	-1.0	13	3	-2.2	0.5	7	-4	-0.8
O=[N+]([O-])c1cc([N+](=O)[O-])c2cccnc2c1O	-0.3	1.1	·	·	2	1	3.5	0.3	2	-2	-0.4
CCN(CC)c1ccc2ccc(=O)oc2c1	-0.8	1.9	0.9	·	3	1	-1.7	11	-3	1	-1.1
Cc1ccc(OCCC(=O)NNC(=O)c2ccc(Br)cc2)cc1	0.1	0.4	-0.4	-0.6	-14	6	-0.4	-0.6	5	-1	-0.8
COc1ccc2c(c1)c(=O)c(C(=O)c1ccc(F)cc1)cn2CC(=O)Nc1ccc(F)cc1	-1.1	-0.7	-6.1	-1.1	-4	-5	-0.2	0.4	-3	-1	-0.7
Cc1ccc(C(=O)NCCSC(C)(C)C)cc1	4.0*	11*	-1.1	2.2	-2	3	4.6	0.2	2	6	0.4
C#CC(C)(C)NC(=O)c1cnc(-c2ccccc2)nc1-c1ccccc1	-0.5	2.4	1.5	3.0	5	1	-0.2	0.6	-5	-2	-1.2
O=C(NCCN1CCN(C(=O)NC2CCCCC2)CC1)NC1CCCCC1	0.0	-0.9	-2.6	-0.6	8	-4	-1.6	-0.3	-3	2	-1.9
Cc1ccc(C)c(-n2c(SCC(=O)N3CCCC3)nnc2-c2ccccn2)c1	0.2	-2.1	-0.7	0.1	2	3	-1.7	-0.5	4	-1	-1.0
O=C(Oc1ccc2ccc(=O)oc2c1)C1CCCCC1	-0.3	1.7	1.3	-0.6	-5	5	-1.1	107*	2	1	-0.8
Cc1cc(=O)[nH]c(SCC(=O)Nc2ccc(Cl)cc2)n1	-0.1	-2.6	·	·	9	-4	-0.1	-0.5	-1	-5	-0.8
Cn1c(N)c(C(=O)COC(=O)c2ccc(OC(F)F)cc2)c(=O)n(C)c1=O	-1.2	-1.4	2.9	0.0	0	4	0.5	-0.7	0	-2	-0.8
COc1ccccc1OCCSc1nc(N)cc(N)n1	1.3	3.2	4.9	0.1	3	-2	0.1	0.5	-1	1	-0.9
Cc1c(Cl)c([N+](=O)[O-])nn1CCCC(=O)Nc1cccnc1	-0.1	-1.0	0.5	-0.4	-3	-2	0.1	0.2	0	0	-1.6
CCn1c(SCC(=O)NNC(=O)c2ccco2)nnc1-c1ccco1	-0.2	3.4	0.3	-0.1	3	-1	-1.0	-0.8	0	5	-0.6
Cn1cc(S(=O)(=O)N2CCC3(CC2)OCCO3)c(=O)n(C)c1=O	0.4	3.0	-1.5	0.0	1	3	-0.4	0.5	3	-5	-1.1
CC1CCN(S(=O)(=O)c2ccc3c(c2)N(CC(=O)NCCCN2CC(C)CC(C)C2)C(=O)CS3)CC1 (stereo unspecified)	0.6	0.2	5.8	0.6	-9	-5	1.3	0.1	-2	3	-1.1
Cc1onc(-c2c(F)cccc2Cl)c1C(=O)c1ccc(F)cc1	-0.4	-0.1	-1.0	·	-5	2	1.0	1.1	2	0	-1.5
O=C(NC1=NCCS1)C1CC(=O)N(c2ccccc2)C1 (stereo unspecified)	0.1	3.3	0.5	1.6	-2	4	-1.3	-1.0	-1	-4	-1.2
O=C(Nc1cccc(-c2cnc3ccccc3n2)c1)C1CC(=O)N(c2ccccc2)C1 (stereo unspecified)	-4.0	-4.6	-0.1	-1.6	-10	4	-0.1	-1.3	6	0	0.2
O=C(Nc1cccc(C(=O)N2CCOCC2)c1)c1ccccc1Cl	-1.2	1.1	2.1	-0.1	10	-1	-0.2	-0.5	3	-2	-0.7
Cc1c(NC(=O)COc2ccc3ccc(=O)oc3c2)c(=O)n(-c2ccccc2)n1C	0.0	-0.7	-0.3	-0.3	-2	0	0.3	-13	0	1	-1.3
C=CCn1cc(-c2ccc(Cl)cc2)cc(C#N)c1=O	0.4	1.2	1.1	-1.5	6	1	-0.8	1.5	2	0	-1.0
CCS(=O)(=O)N1CCN(C(=O)C(c2ccccc2)c2ccccc2)CC1	-0.5	1.1	-2.1	-2.1	0	1	-0.9	-0.2	0	0	-0.8
Cc1ccc(NC(=O)CCN2C(=O)c3ccccc3C2=O)c(C)c1	-0.5	1.5	-0.5	1.9	1	1	1.5	-0.3	0	0	-1.2
FC(F)(F)c1cc(-c2ccco2)nc(-n2cnc3ccccc32)n1	0.6	-0.7	-2.1	0.2	8	-2	3.8	0.6	1	-1	-1.1
CC(C)(C)C(=O)Nc1nnc(CCc2ccccc2)s1	1.5	9.4	5.2	2.2	-4	4	2.7	-1.3	-8	4	-0.4
COc1ccc(CNCC#Cc2ccc(C(F)(F)F)cc2)c(OC)c1	-0.5	1.9	·	·	1	3	1.1	0.9	4	-5	-0.7
COc1ccc(CCNC(=O)c2ccc(S(=O)(=O)N3CCCCC3)cc2)cc1	-0.3	-2.2	0.9	0.0	2	-2	-0.9	-0.7	9	-4	-0.9
CCCN(CC(=O)Nc1ccccc1C)C(=O)CSc1ccccc1C	-0.1	-1.3	2.5	-0.2	-7	-2	0.0	0.3	4	1	-1.2
CC1(C(=O)NCCC(F)(F)F)Cc2c(-c3ccccc3)ccnc2O1 (stereo unspecified)	-1.4	-0.5	-1.8	·	-8	-2	-1.4	0.6	-1	0	-2.0
COc1cccc(CNC(=O)c2cc(S(=O)(=O)N3CCOCC3)ccc2N2CCCC2)c1	0.5	1.2	0.5	-0.9	-5	1	-0.2	0.3	-3	1	-0.9
COCCNC(=O)c1ccc(CS(=O)(=O)c2ccc(Cl)cc2)o1	-0.4	0.5	-0.1	1.4	-2	8	1.4	0.3	1	2	-0.7
O=C(NC1CCCC1)C(c1ccncc1)N(C(=O)c1csnn1)c1ccc(F)c(Cl)c1 (stereo unspecified)	-0.4	0.1	2.3	0.5	7	-6	4.9	-0.2	-12	0	-1.2
CC(C)CCn1c(=O)c2ccccc2n2c(CN3CCCC3)nnc12	0.2	-1.2	2.4	-0.9	2	5	-1.0	-0.3	7	3	-0.7
COc1cccc(N2CCN(S(=O)(=O)c3cccc4nsnc34)CC2)c1	0.1	-1.6	0.4	-0.5	5	1	0.2	0.2	4	0	-0.7
Cc1cc(=O)nc2c3ccccc3n(C(C)C(=O)Nc3cc(F)ccc3F)n12 (stereo unspecified)	-0.4	3.7	-0.9	1.5	-2	-9	-1.7	-0.3	-9	0	-0.8
Cc1ccc(S(=O)(=O)CCC(=O)NC2CCCC2)cc1	0.4	-1.6	-1.5	0.4	-4	3	-2.3	0.4	7	0	-0.7
O=C(Nc1ccccc1)Nc1snnc1C(=O)Nc1cccc(O)c1	0.3	-2.2	4.5	-1.1	-37	-6	-1.1	-0.2	-6	3	-0.9
O=c1[nH]c(CSc2ncc(C(F)(F)F)cc2Cl)nc2cc(C(F)(F)F)ccc12	0.7	1.4	-0.9	3.2	-3	-2	2.7	0.6	-4	-1	0.2
CC(C)(C)c1ccc(-c2nnc(SCC(=O)Nc3ccc(Oc4ccccc4)cc3)n2Cc2ccco2)cc1	0.3	0.5	·	·	-4	4	-3.1	0.5	8	-4	-0.5
O=C(CN1CCCCCC1)N1c2ccccc2C=Cc2ccccc21	-0.9	-0.9	-3.1	0.8	-5	-36	-0.6	0.5	-20	0	-0.9

# Bioassay records deposited in PubChem BioAssay by several laboratories.
